High-throughput results deposited in PubChem BioAssay by Fisher Drug Discovery Resource Center.
NPYLR7 agonist – mosquito NPYLR7 agonism. HEK293T NPYLR7/Galpha15, GCaMP6s calcium fluorescence. activation, % at 10 µM. 270,000 tested, 0.15% active; in the data active = activation above about 40%;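 also: 0% = vehicle and 100% = reference agonist at the receptor; some compounds past the cut are filed as inactive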
hcGAS inh – inhibitors of human cGAS | Q8N884 | 290,000 tested, 0.081% active | AID 1259398 | recombinant h-cGAS, ATP depletion, Kinase-Glo luminescence | inhibition, % at 12.5 µM;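 also: 0% = vehicle reaction and 100% = reaction without DNA for no activity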
Target sequence (Q8N884 whole entry, looked up): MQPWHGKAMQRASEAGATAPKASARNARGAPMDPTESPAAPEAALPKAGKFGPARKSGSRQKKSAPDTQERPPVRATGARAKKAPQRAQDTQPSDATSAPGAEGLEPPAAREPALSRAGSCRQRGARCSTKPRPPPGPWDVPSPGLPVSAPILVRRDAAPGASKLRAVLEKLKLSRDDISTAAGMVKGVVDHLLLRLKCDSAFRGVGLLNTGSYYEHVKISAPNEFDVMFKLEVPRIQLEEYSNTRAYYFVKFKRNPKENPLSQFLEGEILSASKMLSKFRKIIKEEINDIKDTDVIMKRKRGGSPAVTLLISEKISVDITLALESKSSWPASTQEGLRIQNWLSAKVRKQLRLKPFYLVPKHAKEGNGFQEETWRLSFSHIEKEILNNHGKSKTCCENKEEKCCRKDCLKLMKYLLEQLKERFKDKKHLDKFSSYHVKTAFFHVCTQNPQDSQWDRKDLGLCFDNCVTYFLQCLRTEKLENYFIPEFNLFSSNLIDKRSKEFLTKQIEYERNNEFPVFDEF
mcGAS lum – blocks mouse cGAS activity; Q8C6L5; recombinant cGAS, Kinase-Glo ATP depletion luminescence; inhibition, % at 12.5 µM; 160,000 tested, 0.15% active; AID 1259399;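 also: 0% = negative control wells and 100% = reference inhibitor with no enzyme activity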
An asterisk follows results filed as active; / = not tested or not shown; & = joins results of further samples. Rule as the data show it, unless noted: active = inhibition above about 40%; inactive = the rest.

nr	Compound	NPYLR7 agonist	hcGAS inh	mcGAS lum
1	CC(=O)N1C=Cc2ccccc2C1CC(=O)Nc1ccccc1I (stereo unspecified)	0	-5	/
2	CC(C)CC(=O)N(Cc1ccc(OS(=O)(=O)c2ccc(F)cc2)cc1)Cc1ccco1	-4	-5	-3
3	CC(C)(C)C1CCC2(CC1)NC(=O)N(CN1CCN(C(=O)c3cccs3)CC1)C2=O (stereo unspecified)	18	-5	-8
4	Cc1ccc(-c2csc(N3CCCC3=O)n2)s1	4	0	/
5	COc1cccc(NC(=O)CSc2nncc(=O)[nH]2)c1	2	3	-5
6	CCC(CC)NC(=O)c1ccc(Br)c(S(=O)(=O)N(C)C)c1	13	-7	/
7	O=C(c1ccc(N2CCCC2c2ccncc2)nc1)N1CCCC2CCCCC21 (stereo unspecified)	8	-2	/
8	CC(C)Oc1ccc(C(O)=C2C(=O)C(=O)N(CCCn3ccnc3)C2c2ccccc2F)cc1 (stereo unspecified)	11	-5	-8
9	Cn1cc(CN2CCc3c([nH]c4ccccc34)C2c2cccc(Cl)c2)cn1 (stereo unspecified)	-14	-3	-4
10	CCOC(=O)C1CCN(C(=O)c2cc(-c3sc(C)nc3C)[nH]n2)CC1	/	-2	-6
11	O=C(CC(NCCCO)C(=O)O)Nc1ccc(N=Nc2ccccc2)cc1 (stereo unspecified)	-6	-2	-7
12	Cc1cc(=O)c(C(=O)N(C)C(C)C2CC2)nn1-c1ccccc1C(F)(F)F (stereo unspecified)	8	-2	/
13	CCOC(=O)c1c(N)sc(C(=O)N2CCCC2)c1C	-4	-3	-3
14	CC(=O)Nc1ccc(C(=O)n2ccnc2)s1	1	2	/
15	O=C(O)Cc1ccc(F)c(-c2ccnc3[nH]ccc23)c1	9	0	-7
16	CCCCCCCCCC(=O)N(CC(=O)Nc1cc(C(C)(C)C)nn1-c1ccccc1C)Cc1ccco1	12	-2	-4
17	O=S(=O)(c1cc(C(F)(F)F)ccc1Cl)N1CCNCC1	1	-5	-4
18	COc1cccc2c1OCC(C(=O)NCCSc1nnnn1C)C2 (stereo unspecified)	6	-4	-17
19	CCOC(=O)c1nn(-c2ccccc2)c(=O)c2c(NC(=O)c3ccc(Br)cc3)scc12	-2	-3	-7
20	Cc1nnc(SCC(=O)NC(C)COc2c(C)cccc2C)s1 (stereo unspecified)	-3	-9	-11
21	CCOC(=O)C(c1ccc(OC)c(OC)c1)C1C=CC(NC(=O)c2cc(Cl)cc(Cl)c2)C1 (stereo unspecified)	2	-7	-7
22	Cc1ccc(N2C(=O)CSC2c2cccc(NC(=O)c3ccc(Cl)cc3Cl)c2)c(C)c1 (stereo unspecified)	/	-4	-6
23	CC1CCN(S(=O)(=O)N2CCC(NS(C)(=O)=O)CC2)CC1	4	-7	/
24	COC(=O)c1ccc(CNC(=O)C2=CC(C)(C)COc3ccc(OC)cc32)cc1	2	-4	2
25	CN(CC12CC3CC(CC(C3)C1)C2)C(=O)CCc1ccc(=O)[nH]n1	/	-14	-7
26	Cc1nc(C)c(Cc2ccccc2F)c(N2CCN(S(=O)(=O)c3ccc(Cl)cc3)CC2)n1	-1	-6	-7
27	O=C(Nc1ccc(I)cc1)Nc1ccc(Cl)c(Cl)c1	3	-6	/
28	COc1ccc2c(c1)c1nc3cc4ccccc4cc3nc1n2Cc1ccccc1	-15	-6	-8
29	CCc1ccccc1NC(=O)N1CCC2(CC1)SCCN2C(=O)c1cccc(F)c1	-7	3	-2
30	O=C(CC1CC2CCC1C2)NCc1coc(-c2cccs2)n1 (stereo unspecified)	11	-13	-9
31	Cn1cnnc1C1CCN(c2nccc(CCC(F)(F)F)n2)CC1	21	-1	/
32	COCCNC(=O)[C@@]1(OCc2cccc(OC)c2)CC(OCc2ccc(C)cc2)[C@H](O)[C@H](O)C1 (stereo partly specified)	-3	6	0
33	CCN1CCN(C(=O)CCC2CCN(C(=O)C3=C(C)OCCO3)CC2)CC1	13	-12	/
34	CC1(C)C[C@H](NC(=O)c2ccccc2)[C@@]2(CCC(=O)NC3CC3)CC[C@](C)(O)C[C@@H]12	-9	-3	-7
35	O=C(Nc1ccccc1C(=O)NCc1ccco1)c1cccs1	2	-8	/
36	COc1cccc(C=Nc2cccc3c(=O)[nH][nH]c(=O)c23)c1O	10	-8	/
37	CCCn1c(N/N=C\c2ccc(Cl)cc2)nc2c1c(=O)[nH]c(=O)n2C	-6	-6	-8
38	O=C(c1nc2ccccn2c1CNCCCn1ncc2ccccc21)N1CCCC1	6	-5	/
39	O=C(C1COc2ccccc2O1)N(Cc1cccnc1)c1nc2ccc(F)cc2s1 (stereo unspecified)	-18	1	-4
40	CCSCCNc1nc(-c2ccncc2)nc2c1CCNC2	2	3	/
41	CSc1ccc2cc(CN(CC3COc4ccccc4O3)C(=O)CCn3nc(C)cc3C)c(N3CCOCC3)nc2c1 (stereo unspecified)	11	-6	/
42	CCC(C)C(NC(N)=O)C(=O)Nc1ccc(Oc2cccc(C)c2)cc1 (stereo unspecified)	-5	19	/
43	Nc1nonc1-c1noc(-c2ccc(I)cc2)n1	-2	-8	/
44	Cc1ccccc1-n1c(SCc2ccccc2C#N)nnc1-c1ccccc1F	14	-2	-6
45	Cn1cccc(C(=O)N2CCC(N3CCCC(C(=O)NC4CC4)C3)CC2)c1=O (stereo unspecified)	-16	1	/
46	O=C(O)CCC(=O)c1sc(Cl)c(Cl)c1Cl	4	-8	/
47	C/C=C/C=C/C(=O)NC(c1ccc(F)cc1)c1ccc(SCc2ccccc2)cc1 (stereo unspecified)	1	-7	-4
48	CN1CCN(C(=O)CN2Cc3cnn(CCO)c3C2)CC1	/	-10	-6
49	O=C(C=Cc1ccco1)Nc1sc2c(c1C(=O)NC1CCS(=O)(=O)C1)CCCC2 (stereo unspecified)	1	-4	-5
50	Cc1ccc(/C=C/c2nc(-c3c(F)cccc3F)no2)cc1	-7	-2	1
51	COc1ccc(Cl)cc1C(=O)Nc1cccnc1N1CCCC1	-4	1	/
52	CN1CCN(C(c2ccc(Cl)cc2Cl)c2cc(Cl)c3cccnc3c2O)CC1 (stereo unspecified)	3	-7	/
53	CC(C)(C)c1noc(OCC(=O)Nc2ccccc2)n1	13	-5	/
54	COc1ccc(S(=O)(=O)CCc2nnc(N)s2)cc1	1	3	-4
55	Cn1cnnc1C1CCN(C(=O)CC2COCCN2)CC1 (stereo unspecified)	1	-6	/
56	COC(=O)CCN(C(=O)CC1CCCC1)c1nc2ccccc2o1	6	-7	/
57	Cc1ccc(CN(Cc2ccc3c(c2)OCO3)C(=O)CN(CC(C)C)C(=O)COc2ccc(Cl)cc2)o1	-3	-13	-5
58	COc1ncc(-c2ccccc2Cl)c(OC)n1	-4	-8	-11
59	Cn1nc(C(=O)Nc2cc(Cl)ccc2N2CCCC2)ccc1=O	1	-5	-5
60	COC(=O)C1=Cc2ccccc2OC=C1	-5	-7	/

The list goes on; the last 2 above are carried over.
nr	Compound	NPYLR7 agonist	hcGAS inh	mcGAS lum
59	Cn1nc(C(=O)Nc2cc(Cl)ccc2N2CCCC2)ccc1=O	1	-5	-5
60	COC(=O)C1=Cc2ccccc2OC=C1	-5	-7	/
61	CCn1c(CC2CCN(C(=O)CCc3ccccc3OC)CC2)nn(C)c1=O	7	-6	-14
62	Cc1nc(C(C)C)sc1C(=O)NC1CCOC2(CCOCC2)C1 (stereo unspecified)	/	-1	-1
63	O=C(NC1CC1)C1CCC(c2ccccc2)N(C(=O)C2CC2)C1 (stereo unspecified)	/	-5	-5
64	O=C(c1ccccc1O)N1CCC(Oc2ccccc2)CC1	3	-6	/
65	CN(C(=O)c1ccc(-c2ccc3c(c2)OCCO3)s1)C1CCCCC1	3	-7	-7
66	COc1cccc(CN(C)Cc2ncc[nH]2)c1O	7	-2	/
67	C=CCn1c(SC(C)C(=O)c2c(N)n(C)c(=O)n(C)c2=O)nnc1-c1ccoc1C (stereo unspecified)	7	-7	/
68	COCCCN(CC(=O)N(Cc1ccc(F)cc1)Cc1cccs1)C(=O)c1cc(Cl)cc(Cl)c1	3	-9	-5
69	C=CCNC(=O)NCc1ccc(N(C)C(=O)c2ccncc2)cc1	2	-4	/
70	COc1ccc(-c2cnnc(NCCC3=CCCCC3)n2)c(OC)c1	1	-2	-4
71	CNc1ccc(N)c2c1C(=O)c1ccccc1C2=O	-6	-5	-10
72	Cc1nc(CN2C(=O)C(C)ON=C2c2ccccc2-c2ccco2)cs1 (stereo unspecified)	12	-9	/
73	COc1ccc(OC)c(Cc2nnc(CCC(=O)N3CCSCC3)o2)c1	10	-9	/
74	O=C(COC(=O)c1ccc(Cl)c(S(=O)(=O)N2CCCCC2)c1)NCc1ccccc1Cl	-1	-8	-7
75	N#Cc1c(N2C(=N)C(C#N)C(c3cccs3)C3=C2CCCC3=O)sc2c1CCCC2 (stereo unspecified)	14	-8	-2
76	COc1ccc(CCNC(=O)c2cccnc2)c(Cl)c1	-7	6	/
77	CCN(CC)CCCC(C)NC(=O)c1c(C)noc1-c1cc(OC)c(OC)c(OC)c1 (stereo unspecified)	27	-6	-6
78	COc1ccc(CNC(=O)NC2CCCC(OCC(F)(F)F)C2)cc1 (stereo unspecified)	0	5	/
79	CC1(C)C(C#N)=C(SCc2cc3c(cc2Br)OCO3)NC(=O)C1C#N (stereo unspecified)	7	-2	/
80	Cc1nc(SCC(=O)NCC2CCCO2)c2c(C)c(C)sc2n1 (stereo unspecified)	1	-5	-4
81	CC1(C)O[C@@H]2C[C@@](OCc3cccc(Cl)c3)(C(=O)NCC3CCCO3)CC(OCc3c(F)cccc3F)[C@@H]2O1 (stereo partly specified)	0	-8	-4
82	COc1ccc(CNc2nc3ccccc3nc2C)cn1	3	-6	-15
83	Cc1cccc(N2CCN(C(=O)c3ccccc3N3CCOCC3)CC2)n1	/	1	-2
84	COc1cc(NC(=O)c2ccno2)c(OC)cc1Cl	8	-6	-6
85	Cc1cc2c(SCC(=O)c3ccc(F)cc3)ncnc2s1	-4	0	/
86	O=C(Nc1cc(-c2ccccc2)nn1-c1ccc(Br)cc1)c1cc(F)cc(C(F)(F)F)c1	19	-4	-5
87	COc1ccc(-n2nnnc2CNC(=O)c2ccccc2S(=O)(=O)C(F)F)cc1	1	-8	-7
88	Cc1cccc2[nH]c(CN(C)C(=O)c3cccc(NCc4cccs4)c3)nc12	5	-3	/
89	O=C(Nc1ccc2c(c1)-c1ccccc1C2)c1ccc(S(=O)(=O)N2CCCC2)o1	9	-6	-5
90	COc1cccc(CN2CCCN(C(=O)C3CCC3)CC2)c1F	4	3	1
91	O=C(O)CC1C=CS(=O)(=O)C1 (stereo unspecified)	7	0	/
92	COc1ccc(C2CC(=O)C3=C(C2)N=C(C)C(C#N)C3c2ccc(OC(C)=O)c(OC)c2)cc1 (stereo unspecified)	-6	-2	-5
93	CSc1nnc2c(n1)OC(c1ccc3c(c1)OCO3)Nc1ccc(Br)cc1-2 (stereo unspecified)	3	-8	0
94	COC(=O)c1nnn(-c2ccc(Br)cc2F)c1C(=O)OC	6	-8	-6
95	CCC1CN(C)c2ccccc2CN1C(=O)c1ccc(C(N)=O)nc1 (stereo unspecified)	0	-8	/
96	O=c1ccn(Cc2ccn(C3CCCC3)n2)c2ccsc12	0	8	/
97	OC(CCc1ccccc1)C1CCN(Cc2nc(-c3ccccn3)no2)CC1 (stereo unspecified)	4	-4	/
98	CN(CC(N)=O)S(=O)(=O)c1cc2cc(Cl)ccc2s1	-1	-7	/
99	COC(=O)c1ccccc1NC(=S)N1CCC[C@H]1C(=O)OCCc1ccc(OC)c(OC)c1	-14	-6	-4
100	Cn1cnnc1SCc1ccc(C(=O)NNC(=O)c2c(F)cccc2Cl)cc1	2	-4	-6
101	COc1cccc(-c2nc(CN3CCCC3c3nccs3)c(C)o2)c1OC (stereo unspecified)	6&-6	-6&2	-2

Filtered by structure: those above with a thiophene ring, fused or not
nr	Compound	NPYLR7 agonist	hcGAS inh	mcGAS lum
3	CC(C)(C)C1CCC2(CC1)NC(=O)N(CN1CCN(C(=O)c3cccs3)CC1)C2=O (stereo unspecified)	18	-5	-8
4	Cc1ccc(-c2csc(N3CCCC3=O)n2)s1	4	0	/
13	CCOC(=O)c1c(N)sc(C(=O)N2CCCC2)c1C	-4	-3	-3
14	CC(=O)Nc1ccc(C(=O)n2ccnc2)s1	1	2	/
19	CCOC(=O)c1nn(-c2ccccc2)c(=O)c2c(NC(=O)c3ccc(Br)cc3)scc12	-2	-3	-7
30	O=C(CC1CC2CCC1C2)NCc1coc(-c2cccs2)n1 (stereo unspecified)	11	-13	-9
35	O=C(Nc1ccccc1C(=O)NCc1ccco1)c1cccs1	2	-8	/
46	O=C(O)CCC(=O)c1sc(Cl)c(Cl)c1Cl	4	-8	/
49	O=C(C=Cc1ccco1)Nc1sc2c(c1C(=O)NC1CCS(=O)(=O)C1)CCCC2 (stereo unspecified)	1	-4	-5
65	CN(C(=O)c1ccc(-c2ccc3c(c2)OCCO3)s1)C1CCCCC1	3	-7	-7
68	COCCCN(CC(=O)N(Cc1ccc(F)cc1)Cc1cccs1)C(=O)c1cc(Cl)cc(Cl)c1	3	-9	-5
75	N#Cc1c(N2C(=N)C(C#N)C(c3cccs3)C3=C2CCCC3=O)sc2c1CCCC2 (stereo unspecified)	14	-8	-2
80	Cc1nc(SCC(=O)NCC2CCCO2)c2c(C)c(C)sc2n1 (stereo unspecified)	1	-5	-4
85	Cc1cc2c(SCC(=O)c3ccc(F)cc3)ncnc2s1	-4	0	/
88	Cc1cccc2[nH]c(CN(C)C(=O)c3cccc(NCc4cccs4)c3)nc12	5	-3	/
96	O=c1ccn(Cc2ccn(C3CCCC3)n2)c2ccsc12	0	8	/
98	CN(CC(N)=O)S(=O)(=O)c1cc2cc(Cl)ccc2s1	-1	-7	/
